Screens as filed in PubChem BioAssay.
proCasp7 act = procaspase-7 activators, primary screen, counter-screen for procaspase-3 activator project, biochemical, absorbance, HTS, human; Caspase-7 (Homo sapiens), P55210; recombinant procaspase-7, Ac-DEVD-pNA absorbance 405 nm; D23A/D198A/D206A triple mutant, cannot self-cleave; scale: DMSO 0, 5 µM enzyme 100; activation, % at 8.5 µM; 330,000 compounds, 0.093% hits; AID 463210, 2010;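 active means percent activation above the screen-wide mean plus 3 SD, cut at about 25% in these data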
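Test system: Procaspase-7 triple mutant (PC-7 D3A). Also added: Ac-DEVD-pNA substrate, 400 µM as added. Schedule: 1 h enzyme–compound preincubation and 2 h substrate reaction, both 25 °C. Signal: p-Nitroaniline absorbance at 405 nm, read at 0 and 120 min. Control set: low DMSO alone, high DMSO plus 5 µM PC-7.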
PP5 primary = PP5 phosphatase inhibitors, primary screen, biochemical, fluorescence. inhibition, % at 6.7 µM. purified PP5c, OMFP substrate fluorescence. AID 1987, 2009. 320,000 compounds, 0.18% hits;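 active means inhibition above the campaign's mean inhibition across all tested compounds plus 3 SD, cut at about 9.5% in these data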;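 further: 0% = DMSO only and 100% = 100 µM cantharidin control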
Target sequence (P53041 whole entry, looked up): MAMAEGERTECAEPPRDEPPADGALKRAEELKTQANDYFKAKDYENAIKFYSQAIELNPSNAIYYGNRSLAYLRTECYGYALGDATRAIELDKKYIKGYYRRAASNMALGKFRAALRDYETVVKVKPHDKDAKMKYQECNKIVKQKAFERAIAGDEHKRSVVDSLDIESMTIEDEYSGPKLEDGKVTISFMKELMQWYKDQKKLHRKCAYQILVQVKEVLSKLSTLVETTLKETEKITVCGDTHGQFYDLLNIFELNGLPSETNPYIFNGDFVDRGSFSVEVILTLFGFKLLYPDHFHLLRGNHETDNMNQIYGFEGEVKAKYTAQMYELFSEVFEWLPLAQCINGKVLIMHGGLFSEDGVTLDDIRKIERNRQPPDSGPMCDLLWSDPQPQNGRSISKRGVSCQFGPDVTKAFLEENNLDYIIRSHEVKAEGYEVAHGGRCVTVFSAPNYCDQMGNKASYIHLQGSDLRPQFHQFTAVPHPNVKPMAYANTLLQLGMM
GASC-1 inh = inhibitors of GASC-1 histone demethylase, primary screen, biochemical, fluorescence, DELFIA europium; Lysine-specific demethylase 4C (Homo sapiens), Q9H3R0; GST-JMJD2C(1-420) H3K9me3 demethylation; inhibition, % at 2.35 µM; 330,000 compounds, 0.069% hits; AID 2099, 2009;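 active means more than half of a compound's replicate wells show inhibition beyond 50%, single wells judged on their own value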;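 further: signal counts dimethyl H3K9 product captured on neutravidin plate; 0% = median of DMSO wells and 100% = 0.3 times that DMSO median; strong numbers were not always called active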
GRK2 aptamer HTS = compounds blocking aptamer binding on GRK2 – biochemical, human GRK2, bead flow cytometry, HTS, primary screen. inhibition of aptamer binding, % at 10 µM. Beta-adrenergic receptor kinase 1 (Homo sapiens), P25098. FAM-aptamer displacement from GRK2. 330,000 compounds, 0.59% hits;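 active means inhibition of aptamer binding above 40%, roughly 3 SD of noise, on plates passing a quality check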;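 further: median bead fluorescence of bound FAM aptamer so fluorescent compounds give negative values; no value below 0 was filed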
HCV core dimer = inhibitors of HCV core protein dimerization, primary screen, biochemical, TR-FRET, high-throughput; TR-FRET GST/Flag-core106 dimerization, 1536-well; 300,000 compounds, 0.33% hits; inhibition, % at 5 µM;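 active means inhibition above the mean of all tested compounds plus 3 SD, set per screening campaign, cut at about 45% in these data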
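assay system = GST-tagged and Flag-tagged HCV core protein residues 1-106 | controls = unlabelled core106 and no-GST-core106 wells | incubation = compound-protein-antibody incubation 4 h at 22.5 °C | probe or stimulus = Eu donor and XL665 acceptor anti-tag antibodies | read-out = % inhibition based on acceptor/donor emission ratio | signal = TR-FRET 671 and 617 nm emission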
procasp3 activ = activators of human procaspase-3 D3A mutant, primary screen, biochemical, absorbance, PC-3 D3A mutant, single concentration; activation, % at 8.5 µM; recombinant procaspase-3 D3A, Ac-DEVD-pNA absorbance 405 nm; 330,000 compounds, 0.11% hits; Caspase-3 (Homo sapiens), P42574;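 active means activation above the mean of all tested compounds plus 3 SD, cut at about 21% in these data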;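 further: 0% = DMSO alone and 100% = DMSO wells spiked with extra 5 µM PC-3 D3A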
Target sequence (P42574 whole entry D9A/D28A/D175A): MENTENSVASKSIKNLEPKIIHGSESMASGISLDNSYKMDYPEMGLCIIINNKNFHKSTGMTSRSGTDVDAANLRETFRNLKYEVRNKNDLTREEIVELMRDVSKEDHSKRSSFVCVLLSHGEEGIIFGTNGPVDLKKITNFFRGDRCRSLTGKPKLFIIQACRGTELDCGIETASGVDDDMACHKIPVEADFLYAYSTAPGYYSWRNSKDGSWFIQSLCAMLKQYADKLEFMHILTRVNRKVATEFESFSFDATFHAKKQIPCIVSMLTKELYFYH
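Assay system: Autoprocessing-dead procaspase-3 D3A mutant enzyme; also added: Ac-DEVD-pNA; doses: one concentration, 8.5 µM nominal, 0.8% DMSO; times: 1 h compound preincubation, 2 h substrate hydrolysis at 25 °C; technique: 405 nm absorbance of p-nitroaniline, reads at 0 and 120 min; measure: % activation between DMSO and enzyme-spiked controls; repeats: single replicate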
PP1 counter = PP1-alpha phosphatase inhibitors, primary screen, counter-screen for PP5 inhibitor project, biochemical, fluorescence, OMFP substrate, single point | AID 2235, 2010 | inhibition, % at 6.7 µM | purified PP1alpha | Serine/threonine-protein phosphatase PP1-alpha catalytic subunit (Homo sapiens), P62136 | 320,000 compounds, 0.9% hits;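 active means inhibition above the mean inhibition of all tested compounds plus 3 SD, computed separately for each screening campaign, cut at about 15% in these data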
Target sequence (P62136 whole entry, looked up): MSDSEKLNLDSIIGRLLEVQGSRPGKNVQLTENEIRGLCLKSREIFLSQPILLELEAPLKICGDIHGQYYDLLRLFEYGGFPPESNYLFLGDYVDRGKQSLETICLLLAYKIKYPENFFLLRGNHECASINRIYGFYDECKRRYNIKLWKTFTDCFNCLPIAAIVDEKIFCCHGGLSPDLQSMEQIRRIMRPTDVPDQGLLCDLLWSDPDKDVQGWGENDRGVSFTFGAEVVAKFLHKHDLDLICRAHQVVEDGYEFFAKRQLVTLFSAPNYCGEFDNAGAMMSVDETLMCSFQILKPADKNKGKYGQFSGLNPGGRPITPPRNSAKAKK
CTSL1 counter = Fasciola hepatica cathepsin L1 inhibitors, primary screen, counter-screen for PFM18AAP inhibitor project, biochemical, QFRET, fluorogenic peptide substrate; recombinant F. hepatica cathepsin L1, Z-Leu-Arg-MCA fluorescence; AID 1906, 2009; 300,000 compounds, 0.49% hits; inhibition, % at 5.96 µM;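 active means inhibition above the mean of all tested compounds plus 3 SD, set per screening campaign, cut at about 17% in these data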;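 further: 0% = plate median of test compound wells and 100% = 1 µM Z-Phe-Ala-diazomethylketone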
VLA-4 inh = inhibition in human VLA-4 binding assay, primary screen, VLA-4 allosteric modulator project, MLPCN library, flow cytometry, VLA-4 expressing cells; inhibition, % (about 7 µM as worked out from the volumes in the protocol); Integrin alpha-4 (Homo sapiens), P13612; ligand binding flow cytometry; 330,000 compounds, 0.2% hits; in the data active means inhibition above about 50%
An asterisk follows results filed as active; nt = not tested or not shown.

Each structure is followed by: proCasp7 act, PP5 primary, GASC-1 inh, GRK2 aptamer HTS, HCV core dimer, procasp3 activ, PP1 counter, CTSL1 counter, VLA-4 inh
- Cn1c2ccc(CC(=O)O)cc2c2cc(CC(=O)O)ccc21
  1, 2.3, 0, 1, -4, 10, -1, 2, 20
- Cc1ccc(NC(=O)C2C3CCC(O3)C2C(=O)O)c(Br)c1 (centres undefined)
  0, 73*, 1, 0, -5, 8, 67*, -3, 18
- COc1ccc(Br)cc1C(=O)N/N=C/c1cccnc1
  2, -1.4, -14, 0, 2, -7, -4, 4, -131
- COc1ccc(C(=O)NC(=S)NCc2cccnc2)cc1[N+](=O)[O-]
  0, 0.9, -6, 1, -1, -3, 2, 1, -7
- Cc1cccc(C(=O)Nc2ccc3c(c2)C(=O)NC3=O)c1
  -7, 0.6, -17, 0, -2, 11, -2, 3, -25
- Cc1ccc(NC(=O)CSc2nc3[nH]ncc3c(=O)[nH]2)c(C)c1
  6, -0.4, -19, 0, -9, 3, 0, -1, -3
- COc1ccc(N2C(=O)C3C(C2=O)C2C=CC3C23CC3)c([N+](=O)[O-])c1 (centres undefined)
  -2, 1.1, -1, 0, -3, 11, 0, 0, 5
- CN(C(=O)CSc1nnc(COc2ccccc2F)n1N)C1CCS(=O)(=O)C1 (centres undefined)
  11, -0.3, -6, 0, -7, -3, -3, 4, 2
- C/C(=N\NC(=O)c1ccc2ccccc2c1)c1cccnc1
  -1, 0.5, 26, 5, -2, 0, -1, 0, 2
- O=C(NCc1ccco1)c1ccc(NS(=O)(=O)c2cccc([N+](=O)[O-])c2)cc1
  5, -1.4, 6, 0, 6, 10, -2, 3, 7
- COc1ccc(OC)c(S(=O)(=O)N2CCN(C(=O)CCc3ccccc3)CC2)c1
  3, -0.6, 13, 0, 3, 0, -7, 3, 11
- COc1ccccc1/C=C/C(=O)OCC(=O)NC1CCS(=O)(=O)C1 (centres undefined)
  10, nt, -1, 0, nt, 1, nt, nt, 10
- O=C(CN1C(=O)NC2NC(=O)NC21)N/N=C/c1ccc(F)cc1 (centres undefined)
  -2, 0.2, -5, 0, -1, 4, -1, -3, -1
- O=c1[nH]c2ccccc2nc1CCc1ccccc1
  -1, 1.4, 5, 0, -16, 2, 3, -1, 9
- COc1ccc2cc3cc(C(=O)NCCCN4CCOCC4)oc3nc2c1
  -5, 2.9, -6, 4, 3, -2, 13, 0, 3
- CN(Cc1ccccc1)C(=O)CCC1CCN(S(C)(=O)=O)CC1
  -1, 5.2, -2, 13, -6, -1, 5, -2, 1
- CCOc1ccc(S(=O)(=O)Nc2ccc(S(=O)(=O)Nc3cc(OC)ccc3OC)cc2)cc1
  -12, 4.8, -6, 2, 3, 0, 1, 2, 5
- CCCCn1c(N)c(N(C)C(=O)c2cc3c(F)cccc3s2)c(=O)[nH]c1=O
  12, nt, 5, 0, nt, 8, nt, nt, -16
- COc1ccc(CNC(=O)CSc2n[nH]c(N)n2)cc1OC
  5, -1.7, 2, 0, -2, 4, -1, 1, 3
- C/C(CC(=O)Nc1ccc(Cl)c(C(F)(F)F)c1)=N\NC(=O)c1cc2ccccc2cc1O
  -4, 2.7, 4, 2, 5, -6, 19*, 2, 3
- CCOC(=O)C1=NN(C(=O)Cc2ccccc2)C(O)(c2ccc(Cl)cc2)C1 (centres undefined)
  -2, 0.5, -6, 2, -1, 3, 2, 1, -4
- Cc1cccc(NC(=O)C2CCCN(S(=O)(=O)c3c(C)nn(C)c3C)C2)c1 (centres undefined)
  -3, 2.7, -1, 0, -1, 7, -3, 0, 10
- CCSc1nnc(NC(=O)COc2cccc3ccccc23)s1
  8, -2.7, -2, 1, 2, 12, 5, 2, -11
- CC1CCN(S(=O)(=O)c2ccc3[nH]c(=O)[nH]c3c2)CC1
  -5, 0.3, 58*, 2, -1, -2, 13, -2, 9
- COc1cccc(C(=O)O/N=C(\N)c2ccc([N+](=O)[O-])cc2)c1OC
  17, -0.5, -6, 2, 1, 2, -3, 0, 7
- CCOc1ccc(/C=N/NC(=O)CC(=O)NCc2ccccc2)cc1
  3, 2.6, -7, 1, -5, 3, -1, -1, 21
- Cc1ccc(-c2ocnc2C(=O)Nc2ccccc2NC(=O)c2ccccn2)cc1
  5, 2.5, 3, 0, -12, 0, 3, 1, -5
- CCC(=O)c1ccc(OC(=O)N2CCOCC2)cc1
  3, 1.7, 6, 4, 14, -1, -2, 0, -2
- O=CNCC(=O)NC1CCCCCC1
  -1, -1.6, 3, 0, 6, 2, -3, 6, -10
- O=C(Cc1ccc(F)cc1)NCCc1ccc(F)cc1
  -2, 0.9, -6, 2, -4, 0, -1, -1, 21

By substructure: the entries above containing a nitro group on carbon.
Each structure is followed by: proCasp7 act, PP5 primary, GASC-1 inh, GRK2 aptamer HTS, HCV core dimer, procasp3 activ, PP1 counter, CTSL1 counter, VLA-4 inh
- COc1ccc(C(=O)NC(=S)NCc2cccnc2)cc1[N+](=O)[O-]
  0, 0.9, -6, 1, -1, -3, 2, 1, -7
- COc1ccc(N2C(=O)C3C(C2=O)C2C=CC3C23CC3)c([N+](=O)[O-])c1 (centres undefined)
  -2, 1.1, -1, 0, -3, 11, 0, 0, 5
- O=C(NCc1ccco1)c1ccc(NS(=O)(=O)c2cccc([N+](=O)[O-])c2)cc1
  5, -1.4, 6, 0, 6, 10, -2, 3, 7
- COc1cccc(C(=O)O/N=C(\N)c2ccc([N+](=O)[O-])cc2)c1OC
  17, -0.5, -6, 2, 1, 2, -3, 0, 7

Following part.
Each structure is followed by: proCasp7 act, PP5 primary, GASC-1 inh, GRK2 aptamer HTS, HCV core dimer, procasp3 activ, PP1 counter, CTSL1 counter, VLA-4 inh
- Cc1ccnc(NC(=O)CCC2COc3ccccc3O2)c1 (centres undefined)
  0, 1.5, -13, 2, -5, 4, -1, -3, 3
- O=C1NC(c2cc3c(cc2Cl)OCO3)Oc2ccccc21 (centres undefined)
  2, 1.1, -1, 0, 5, 12, 0, 6, 4
- Cc1ccc(C(=O)Nc2c(C(=O)N3CCOCC3)cnn2-c2ccccc2)cc1
  -2, -1.3, 5, 1, -6, 3, -1, 0, 8
- CC1CCN(C(=O)c2cc(-c3ccco3)on2)CC1
  4, 0.3, 4, 0, 5, 1, -3, -3, 5
- CCC(c1nnnn1C(C)(C)CC)N(CCCO)Cc1cc2cccc(C)c2[nH]c1=O (centres undefined)
  5, 0.6, -4, 3, 0, -3, -2, -1, -2
- COc1ccc(Nc2nc(-c3cccs3)nc3ccccc23)cc1S(=O)(=O)N1CCOCC1
  10, 2.8, 0, 2, 24, -3, -4, 1, -4
- O=C(O)c1ccccc1C(=O)NCCCn1ccnc1
  12, 1.1, 4, 1, 1, 7, -1, -2, 20
- C/C(=N\Nc1nccnc1Cl)c1ccc(F)cc1
  -2, -1.9, -8, 7, -3, -5, 1, -4, 15
- CCCOc1ccccc1C(=O)N(Cc1ccc(C)o1)C1CCS(=O)(=O)C1 (centres undefined)
  7, 0.0, -6, 0, 2, 1, -1, 0, 2
- C/C(=N\O)c1c(O)cc(-c2ccccc2)n(-c2ccccc2)c1=O
  0, 1.8, 38, 3, 4, 7, -1, -2, 1
- Cc1nc(NCc2ccc(S(N)(=O)=O)cc2)c2c(C)c(C)sc2n1
  5, -1.1, -10, 1, -2, 2, 1, 2, 6
- O=C(O)Cc1ccc(NC(=O)c2ccc(Cl)c(Cl)c2)cc1
  6, -0.8, -42, 0, -3, -4, -3, -2, 16
- COc1ccc2oc(=O)c(C(=O)NCC3CCCO3)cc2c1 (centres undefined)
  -10, 1.9, 8, 5, 7, -2, -8, 8, -14
- Cn1cc(C(=O)C(=O)N2CCc3ccccc32)c2ccccc21
  2, 2.2, 3, 0, 0, -6, -2, -3, -12
- COc1ccc(CCNC(=O)c2cc(C3CC3)on2)cc1OC
  -3, 3.3, -10, 0, -1, -3, -2, 4, 5
- CCC(C)NC(=O)C1c2cc(OC)c(OC)cc2C(=O)N(C)C1c1cccs1 (centres undefined)
  -3, -1.2, 17, 0, -12, -1, 2, -5, 8
- Cc1cc(/C=C2/SC(=O)N(CC(=O)OC(C)C)C2=O)c(C)n1C
  -5, 3.2, 1, 2, -6, 3, 0, 3, 28
- COc1ccc(CCNC(=O)CN(c2cccc([N+](=O)[O-])c2)S(C)(=O)=O)cc1
  7, -3.0, 1, 0, 0, -6, 0, 1, 6
- COc1ccc(C(=O)NCC(=O)NCC(=O)OCc2ccc(Br)cc2)cc1
  6, 2.2, 7, 1, -3, 1, 3, -11, -10
- CCCN1CCC(N(C)CCc2ccc(OC)c(OC)c2)CC1
  -7, 0.8, 7, 2, 2, 6, 2, 0, 6

An excerpt of these results, as labelled records.
Cc1ccc(NC(=O)C2C3CCC(O3)C2C(=O)O)c(Br)c1 (centres undefined)
  proCasp7 act: 0; PP5 primary: 73*; GASC-1 inh: 1; GRK2 aptamer HTS: 0; HCV core dimer: -5; procasp3 activ: 8; PP1 counter: 67*; CTSL1 counter: -3; VLA-4 inh: 18
COc1ccc(Br)cc1C(=O)N/N=C/c1cccnc1
  proCasp7 act: 2; PP5 primary: -1.4; GASC-1 inh: -14; GRK2 aptamer HTS: 0; HCV core dimer: 2; procasp3 activ: -7; PP1 counter: -4; CTSL1 counter: 4; VLA-4 inh: -131

Following part
Each structure is followed by: proCasp7 act, PP5 primary, GASC-1 inh, GRK2 aptamer HTS, HCV core dimer, procasp3 activ, PP1 counter, CTSL1 counter, VLA-4 inh
- CCOC(=O)Cc1cc(=O)n2[nH]c(-c3ccc(Cl)cc3)cc2n1
  4, 2.9, -3, 0, -2, -2, 16*, 1, 2
- CCCNC(=S)N1CCC(C(=O)c2ccc(F)cc2)CC1
  9, 1.0, -5, 0, 4, -1, 1, -5, 15
- Cc1ccc(OCCN2CCCC2)cc1
  -3, 2.7, -11, 4, 10, -1, -3, 1, 8
- CN(C)c1ccc(C(=O)c2ccc(N(C)C)c(N)c2)cc1N
  -5, 1.4, -18, 0, -1, 4, -4, -5, -20
- Cc1csc(SCC(=O)N2CCN(S(=O)(=O)c3ccc(Cl)cc3)CC2)n1
  -3, 0.0, 2, 4, 5, 5, -1, -7, -1
